# Mtb RmlCD inh = inhibitors of Mycobacterium tuberculosis RmlC and RmlD coupled enzymes. hit rate 0.03% among 160,000. RmlC+RmlD coupled enzyme assay, percent inhibition; primary screen in compound mixtures. inhibition, % at 3.6 µM. P9WH09+P9WH11; in the data active = inhibition mostly above about 34%, no sharp cut-off; inconclusive = no clear call, values can overlap the other calls; inactive = mostly below about 22%; also: some results filed as inactive read as strong as hits
# Target sequence (P9WH09 whole entry, looked up): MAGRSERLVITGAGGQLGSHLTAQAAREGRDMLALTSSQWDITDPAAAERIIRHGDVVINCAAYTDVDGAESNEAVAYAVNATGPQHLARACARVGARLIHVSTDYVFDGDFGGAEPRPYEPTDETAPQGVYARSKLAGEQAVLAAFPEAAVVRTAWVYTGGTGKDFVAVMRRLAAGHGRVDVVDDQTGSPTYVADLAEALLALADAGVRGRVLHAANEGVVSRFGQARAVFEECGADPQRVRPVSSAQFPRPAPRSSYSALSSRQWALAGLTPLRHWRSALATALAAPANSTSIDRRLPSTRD
# Target sequence (P9WH11 whole entry, looked up): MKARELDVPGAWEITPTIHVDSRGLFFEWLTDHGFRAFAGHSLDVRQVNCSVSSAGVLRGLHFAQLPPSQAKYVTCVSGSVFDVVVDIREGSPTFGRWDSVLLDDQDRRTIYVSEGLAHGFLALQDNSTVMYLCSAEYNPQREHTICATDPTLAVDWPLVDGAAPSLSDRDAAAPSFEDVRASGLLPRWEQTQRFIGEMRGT
# M. tuberculosis GlmU = inhibition of mycobacterial GlmU enzyme – biochemical, glucosamine-1-phosphate acetyltransferase (AID 1376); hit rate 0.25% among 220,000; M. tuberculosis GlmU acetyltransferase enzyme assay; higher % means a stronger effect; inhibition, %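 (tested at 30 µM in the primary screen)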, or IC50 in µM where a hit was titrated; in the data active = inhibition above about 13%; inconclusive = no clear call, values can overlap the other calls;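 also: 0% = complete reaction with vehicle and 100% = reaction without substrate; strong numbers were not always called active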
# The depositor's hits bear a star; ? = inconclusive; nt = no result given. Some of the compounds tested, so the mix of outcomes need not match the whole.
# The first 16 records, ahead of the listing:
SMILES,Mtb RmlCD inh,M. tuberculosis GlmU
O=C(Nc1ccc2ccccc2c1)C(=O)C1C(=O)Nc2ccccc21 (stereo not drawn),-10,-3.6%
COc1ccc(/C=N/Nc2ccccc2)cc1Cn1nc(C)c([N+](=O)[O-])c1C,-8,-3.1%
O=C(Nn1cnnc1)C1Cc2ccccc2CN1S(=O)(=O)c1ccc(F)cc1 (stereo not drawn),nt,4.2%
CCN(C(=O)c1c(OC)cccc1OC)c1nnc(-c2cccnc2)s1,-9,1.3%
Cc1ccc(/C=C/C(=O)NC(=S)Nc2ccccc2C(=O)NC2CCCCC2)cc1,4,-1.6%
O=C(CSCc1ccccc1Cl)Nc1c[nH]c(=O)[nH]c1=O,-5,3.1%
COc1c2ccoc2nc2c(OC)c(O)ccc12,1,-5.0%
CCc1ccc(-n2cc(-c3ccc([N+](=O)[O-])cc3)[nH]c2=S)cc1,8,-3.7%
CC(=O)Nc1ccc(NC(=O)COC(=O)Cc2c[nH]c3ccccc23)cc1,-5,-3.1%
COc1ccc(S(=O)(=O)Nc2cccc(Cl)c2)cc1OC,12,6.6%
CCCCSP1(=S)NCCCN1,5,0.9%
CCOc1ccc2[nH]c(=O)c(CN(CCO)C(=O)c3ccc(Br)cc3)cc2c1,6,-4.4%
CN(C)c1ccc(C2Nc3ccccc3C(=O)N2NS(=O)(=O)c2ccccc2)cc1 (stereo not drawn),6,6.0%
Cc1nonc1OCCN1CCN(c2ccc([N+](=O)[O-])cc2)CC1,2,11%
O=c1c(O)c(-c2cccs2)oc2ccc(Cl)cc12,nt,-3.4%
CCCN1CCN(C(=S)Nc2ccc([N+](=O)[O-])cc2)CC1,7,-3.3%

# Main list (from the top)
SMILES,Mtb RmlCD inh,M. tuberculosis GlmU
O=C(Nc1ccc2ccccc2c1)C(=O)C1C(=O)Nc2ccccc21 (stereo not drawn),-10,-3.6%
COc1ccc(/C=N/Nc2ccccc2)cc1Cn1nc(C)c([N+](=O)[O-])c1C,-8,-3.1%
O=C(Nn1cnnc1)C1Cc2ccccc2CN1S(=O)(=O)c1ccc(F)cc1 (stereo not drawn),nt,4.2%
CCN(C(=O)c1c(OC)cccc1OC)c1nnc(-c2cccnc2)s1,-9,1.3%
Cc1ccc(/C=C/C(=O)NC(=S)Nc2ccccc2C(=O)NC2CCCCC2)cc1,4,-1.6%
O=C(CSCc1ccccc1Cl)Nc1c[nH]c(=O)[nH]c1=O,-5,3.1%
COc1c2ccoc2nc2c(OC)c(O)ccc12,1,-5.0%
CCc1ccc(-n2cc(-c3ccc([N+](=O)[O-])cc3)[nH]c2=S)cc1,8,-3.7%
CC(=O)Nc1ccc(NC(=O)COC(=O)Cc2c[nH]c3ccccc23)cc1,-5,-3.1%
COc1ccc(S(=O)(=O)Nc2cccc(Cl)c2)cc1OC,12,6.6%
CCCCSP1(=S)NCCCN1,5,0.9%
CCOc1ccc2[nH]c(=O)c(CN(CCO)C(=O)c3ccc(Br)cc3)cc2c1,6,-4.4%
CN(C)c1ccc(C2Nc3ccccc3C(=O)N2NS(=O)(=O)c2ccccc2)cc1 (stereo not drawn),6,6.0%
Cc1nonc1OCCN1CCN(c2ccc([N+](=O)[O-])cc2)CC1,2,11%
O=c1c(O)c(-c2cccs2)oc2ccc(Cl)cc12,nt,-3.4%
CCCN1CCN(C(=S)Nc2ccc([N+](=O)[O-])cc2)CC1,7,-3.3%
NS(=O)(=O)c1ccc(NC(=O)COC(=O)COc2ccccc2)cc1,nt,-0.5%
COc1ccc(-n2c(O)c(/C=N/Nc3nc(C)cc(C)n3)c3ccccc3c2=O)cc1OC,24,1.3%
CC(C)=CCN1CCN(Cc2cnc(N3CCCC3)s2)CC1CCO (stereo not drawn),-8,0.1%
Cc1ccc(C(=O)NCC(=O)N2CCN(S(=O)(=O)c3cccs3)CC2)s1,-19,-2.7%
Cc1ccc2oc(-c3ccc(NC(=O)c4cccnc4)cc3)nc2c1,-9,-1.7%
O=[N+]([O-])c1ccc(S(=O)(=O)N2CCSC2c2ccco2)cc1 (stereo not drawn),-3,-1.2%
O=C(O)C1CCCCC1C(=O)Nc1cccc2ccccc12 (stereo not drawn),6,-3.9%
CCN(CC)CCCNC(=O)c1ccc(OCC(=O)Nc2ccccc2C(F)(F)F)c(OC)c1,3,-2.1%
Nc1cc(=O)nc(SCC(=O)N(C2CCCCC2)C2CCCCC2)n1-c1ccccc1,nt,0.9%
CCCCN(C)C1CCN(C(=S)Nc2ccc(OC)cc2)CC1,4,0.9%
CCc1ccccc1NC(=S)N(CCN1CCCCC1)Cc1ccco1,2,3.9%
Cc1nc2c3cc(F)ccc3n(Cc3ccccc3)c2s1,nt,-2.1%
CCN(CC)S(=O)(=O)c1ccc(Cl)c(C(=O)Nc2nncs2)c1,11,-2.6%
CCOC(=O)c1ccc(NCc2ccc3c(c2)OCO3)cc1,7,-7.4%
O=C(O)C(CO)N=Cc1c(O)c2ccccc2oc1=O (stereo not drawn),7,3.3%
Cc1ccc(C(=O)COC(=O)CCC(=O)NC2CCCCC2)cc1[N+](=O)[O-],21,1.5%
O=c1[nH]c(SCc2ccc([N+](=O)[O-])cc2)nc2[nH]ncc12,-8,1.2%
Cc1ccc2ncccc2c1[N+](=O)[O-],nt,-2.6%
Cc1cccc(NC(=O)Cn2nc(C(F)(F)F)cc2C2CC2)c1,nt,2.0%
Cc1cnc(NC(=O)c2ccc(OCC3CCCO3)cc2)s1 (stereo not drawn),13,-7.9%
O=S(=O)(c1ccc(Cl)cc1)N1CCCC1c1nc2ccccc2s1 (stereo not drawn),nt,-3.5%
CCOc1ccccc1NC(=O)C1=C(C)NC(=O)NC1c1cccs1 (stereo not drawn),nt,11%
O=C(COc1ccc(Cl)cc1)NC1CN2CCC1CC2 (stereo not drawn),nt,-1.1%
CCS(=O)(=O)N1CCN(Cc2c[nH]c3ccccc23)CC1,2,0.4%
Cc1cc(C)cc(OCCCCCNCCO)c1,nt,-3.8%
COc1ccc(N2C(=O)CCC2=O)c(OC)c1,17,-6.9%
COc1ccc(-n2c3c(cc(C(=O)NC4CCSC4=O)c2=O)C(=O)CC(C)(C)C3)cc1 (stereo not drawn),-4,1.0%
COc1cc(OC)cc(C(=O)N2CCC(N3CCCCCC3)CC2)c1,nt,-6.8%
CCC(=O)N[C@@H]1CC(C(C)(C)NC(=O)CC)CC=C1C (stereo partly drawn),-9,0.0%
CCOc1ccc(C(=O)NC2CCN(C(=O)NCc3ccccc3)CC2)cc1,nt,1.6%
C=CC[n+]1ccc2ccccc2c1C,nt,6.9%
Cc1onc(-c2ccccc2)c1C(=O)Nc1ccc(S(=O)(=O)N2CCCCC2)cc1,nt,-2.1%
COc1ccc(C2c3[nH]c4ccccc4c3CCN2CCCn2cccn2)c(C)c1C (stereo not drawn),nt,0.1%
CCN(CC)C(=O)C(=O)N/N=C/c1ccc(C(=O)O)cc1,7,-6.8%
# (next part)
SMILES,Mtb RmlCD inh,M. tuberculosis GlmU
CCCCOC(=O)c1ccc(NC(=O)c2c(N)n(C)c(=O)[nH]c2=O)cc1,nt,-1.9%
CCc1cccc(N(C(=O)c2csnn2)C(C(=O)NC(C)(C)CC)c2ccccn2)c1 (stereo not drawn),4,2.4%
CCOC(=O)Cn1nnnc1C(C(C)C)N(Cc1cccs1)Cc1cc2cc(C)ccc2[nH]c1=O (stereo not drawn),-6,7.0%
CCOC(=O)Nc1ccc2c(c1)N(C(=O)C(C)N1CCCC1)c1ccccc1CC2 (stereo not drawn),nt,-0.8%
O=C1c2ccccc2-c2cccc(C(=O)N3CCCCC3)c21,nt,3.0%
CCCNC(=O)Nc1ccccc1SC,2,3.5%
O=C(CN(c1ccccc1F)S(=O)(=O)c1ccccc1)NC1CCCCCC1,nt,3.4%
Cn1c(NC(=O)c2ccc3c(c2)OCO3)cc(=O)n(C)c1=O,nt,6.7%
O=C(Nc1ccc(Cl)cc1)Nc1ccccc1C(=O)O,-3,-1.7%
Fc1ccc(NC(=S)Nc2cc(Cl)ccc2Cl)cc1,-7,5.3%
CCCCCn1c(SCc2cccc(C)c2)nc2c1c(=O)[nH]c(=O)n2C,nt,1.4%
COc1ccc(CCNC(=O)/C=C/C(=O)O)cc1,-8,8.4%
Cc1ccc(OC(=O)c2cc(=O)c3ccccc3o2)cc1,nt,0.0%
CCNC(=S)NNC(=O)c1ccccc1Cl,2,-2.7%
Cc1nc(-c2ccc(Cl)cc2)sc1C1(C)CC(c2ccc(Br)cc2)=NO1 (stereo not drawn),nt,2.8%
Cc1ccc(Cc2cnc(NC(=O)C3CCCO3)s2)cc1 (stereo not drawn),nt,0.4%
Cc1ccc(C(=O)NCC(=O)Nc2ccc(C)c(S(=O)(=O)Nc3ccc(Cl)cc3)c2)s1,nt,3.3%
CCOc1ccccc1C(=O)NC(C(=O)NCc1ccc(F)cc1)C(C)C (stereo not drawn),-10,-4.7%
COc1ccc(/C=C/C(=O)c2c(C)nc3ccccn23)cc1,-6,4.9%
O=C(CSc1nc(Nc2ccccc2)nc(N2CCOCC2)n1)N1CCc2ccccc21,0,5.1%
CCC(COC)NCc1cn(-c2ccc(OC)cc2)nc1-c1cccc(F)c1 (stereo not drawn),?,1.7%
O=C(CSc1nnc(-c2cccnc2)n1Cc1ccco1)c1ccc(Br)cc1,nt,3.7%
CCCCCC[N+](C)(C)CC/C=C1/c2ccccc2Sc2ccc(Cl)cc21,-3,-1.7%
CC(C(=O)Nc1ccc2nccnc2c1)N1C(=O)C2C3C=CC(C3)C2C1=O (stereo not drawn),19,1.5%
CCOc1ccccc1OC(=O)c1cc2ccccc2oc1=O,-5,-5.1%
CC(Oc1ccc(Cl)cc1Cl)/C(N)=N/O (stereo not drawn),-8,0.8%
COc1ccc(C[C@@H]2CN3C(=NC[C@@H]3C)N2C[C@H](C)NC(=O)CCC2CCCCC2)cc1,nt,0.2%
Cn1c(=O)c(/C(N)=N/OC(=O)c2ccccc2)cn(-c2ccccc2)c1=O,-7,1.0%
CCOC(=O)C(C)Oc1ccc(=O)n(-c2ccccc2)n1 (stereo not drawn),19,-2.3%
COc1ccc(NCC(=O)Nc2cc(S(=O)(=O)N3CCOCC3)ccc2N2CCOCC2)c(OC)c1,2,0.2%
O=C1CN(C(=O)CNC(=O)c2ccccc2Cl)c2ccccc2N1,1,0.6%
COc1cc(C2C=C(c3cccs3)Nc3ncnn32)cc(OC)c1OC (stereo not drawn),nt,-2.6%
COc1ccc(CCNC(=O)CCn2cccc2)cc1OC,nt,2.8%
O=C(Nc1nnc(-c2ccccc2)s1)c1cc(S(=O)(=O)N2CCOCC2)c(Cl)cc1Cl,nt,10%
CN1CCC(=O)N(CCSc2ccc(Br)cc2)CC1,nt,7.8%
Cc1c(NC(=S)NC(=O)C(c2ccccc2)c2ccccc2)cccc1C(=O)O,3,0.3%
CC(C(=O)N1CCCC1)N1CCN(c2ccccc2O)CC1 (stereo not drawn),-8,-6.8%
COc1ccc(C(=O)NC2=NCCS2)cc1S(=O)(=O)N1CCCCC1C (stereo not drawn),3,2.8%
COC(=O)c1ccc(-n2c(C)cc(C(=O)CCl)c2C)cc1,-11,2.8%
COc1ccc(OC)c(NC(=O)COC(=O)CNC(=O)c2ccc(OC)c(OC)c2)c1,11,3.9%
COc1cccc(CSc2nc3cc4c(cc3cc2C)OCCO4)c1,7,7.1%
Cc1ccc(C)c(OCc2ccc(C(=O)N3N=C(C(F)F)CC3(O)C(F)F)o2)c1 (stereo not drawn),nt,-0.2%
Cc1cccc(C(=O)NC(=S)Nc2ccc(S(=O)(=O)N(C)c3ccccc3)cc2)c1,24,nt
Cc1ccnn1CCC(=O)N1CCCC(CCC(=O)N2CCN(c3ccccn3)CC2)C1 (stereo not drawn),-10,-1.0%
COc1ccc(CN(CCC(c2ccccc2)c2ccco2)C(=O)c2ccco2)cc1 (stereo not drawn),9,2.1%
Cc1cc(C(=O)Nc2nnc(C3CCCCC3)s2)no1,2,2.8%
COc1ccccc1NC(=S)NCCSc1ccc(C)cc1,-52,-1.1%
CCN(CCNC(=O)C1CCC(=O)N1Cc1ccc(C)cc1)c1ccccc1 (stereo not drawn),4,4.5%
Cn1c2c(c(=O)n(C)c1=O)C(C(F)(F)F)(C(F)(F)F)N=C(C1CCCCC1)N2,2,1.0%
CCC(C)NC(=O)C1c2cc(OC)c(OC)cc2C(=O)N(C)C1c1cccs1 (stereo not drawn),3,4.7%
# Other structures follow.
SMILES,Mtb RmlCD inh,M. tuberculosis GlmU
CC(Nc1ccccc1)c1cccnc1 (stereo not drawn),-13,-2.0%
CN(c1ccccc1)S(=O)(=O)c1ccc(NC(=O)C2CCCCC2C(=O)O)cc1 (stereo not drawn),-3,1.0%
CC1=C(C(=O)OCCOc2ccccc2)C(c2coc3ccccc3c2=O)C2=C(CCCC2=O)N1 (stereo not drawn),-13,2.1%
COc1ccc(OC)c(Nc2ncnc3c2cnn3-c2cccc(C)c2)c1,nt,-1.4%
Cc1ccc(C(=O)Nc2cc(C)c(OCC(=O)N3CCOCC3)c(C)c2)cc1,-2,6.2%
CC(C)c1ccc(Nc2cnn(C34CC5CC(CC(CC(=O)O)(C5)C3)C4)c(=O)c2Cl)cc1,-3,-2.4%
O=C(O)CC1(CC(=O)NCc2csc(-c3cccs3)n2)CCCCC1,7,2.1%
COc1ccc(NC(=O)N2CCC(n3nnc4cc(C)ccc43)CC2)cc1,nt,-1.7%
CN(C)C(=O)NC(Nc1ccc(Cl)cc1Cl)C(Cl)(Cl)Cl (stereo not drawn),nt,-0.1%
Cc1[nH]c2ccc(F)cc2c(=O)c1SC(F)(F)C(F)C(F)(F)F (stereo not drawn),nt,1.8%
COc1ccc2[nH]c(C(=O)O)c(NS(=O)(=O)c3ccc(Cl)s3)c2c1,-6,-0.4%

# Screening data as filed in PubChem BioAssay.
